RSV CPE inhibition: RSV antiviral activity via CPE protection, HEp-2 cells, primary 10 µM value included (AID 2391); HEp-2 cells, RSV-induced CPE inhibition; higher % means a stronger effect; CPE inhibition, % at 10 µM, or IC50 in µM where a hit was titrated; 310,000 compounds, 0.13% hits; in the data active = a potency from the dose series; inconclusive = CPE inhibition mostly from about 23% at the one dose, without a potency; inactive = the rest, 99 in 100 with CPE inhibition below about 21%; note: strong numbers were not always called active
SIAH1 antagonists: blockers of Siah-1 interaction with plectin peptide – biochemical, fluorescence polarization, rhodamine-plectin, uHTS, primary screen (AID 1817) | 290,000 compounds, 0.02% hits | Siah-1 / rhodamine-plectin peptide fluorescence polarization; higher % means a stronger effect | displacement, % at 20 µM; hits with a dose series show IC50 in µM;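 active = displacement of at least 50% at 20 µM, with a fluorescence ratio check between 0.3 and a set limit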;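 note: plate controls were Siah plus tracer with DMSO for no effect and tracer alone without Siah for full effect; strong numbers were not always called active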
MgcRacGAP inhibition: MgcRacGAP GTPase-activating activity inhibitors, confirmation, biochemical, ADP Hunter fluorescence; inhibition, % at 30 µM, or IC50 in µM where a hit was titrated; 340,000 compounds, 0.6% hits; AID 624330; MgcRacGAP-stimulated Rac1 GTP hydrolysis, ADP Hunter fluorescence; higher % means a stronger effect; GST-tagged Rac1 F28L mutant substrate;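 active = first-screen hits whose inhibition reached a set limit at any dose in the follow-up dose series; inconclusive = inhibition above the set first-screen limit but never retested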;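 note: fluorescence reports GDP produced by GAP-driven GTP hydrolysis; strong numbers were not always called active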
Large T inhibition: SV40 large T antigen inhibitors, biochemical (AID 1903); SV40 large T antigen ATPase/helicase inhibition assay; higher % means a stronger effect; one-dose inhibition, % at 20 µM; IC50 in µM for titrated hits; 310,000 compounds, 0.39% hits; in the data active = a potency from the dose series; inconclusive = inhibition mostly from about 32% at the one dose, without a potency; inactive = the rest, 99 in 100 with inhibition below about 32%; note: strong numbers were not always called active
AID2073: inhibitors of Mint1-CaV2.2 protein interaction, biochemical, HTRF (AID 2073) | HTRF protein-protein interaction, Mint1-CaV2.2; higher % means a stronger effect | inhibition, % at 20 µM, or IC50 in µM where a hit was titrated | 290,000 compounds, 0.19% hits; in the data active = inhibition mostly above about 51%, no sharp cut-off; inconclusive = no clear call, values can overlap the other calls; inactive = mostly below about 53%; note: some results filed as inactive read as strong as hits
Dengue-2 NS5 capping: flavivirus cap methylation enzyme inhibition – biochemical, confirmation dose response, primary screen (AID 588689). Dengue-2 NS5 methyltransferase capping enzyme assay, biochemical; higher % means a stronger effect. one-dose inhibition, % at 25 µM; IC50 in µM for titrated hits. 340,000 compounds, 0.3% hits; in the data active = a potency from the dose series; inconclusive = inhibition above about 29% without an active follow-up result
K1F lysis inhibition: inhibition of K1F phage lysis, E. coli UTI89, bacterial capsule biogenesis inhibitors, alamar blue (AID 488966); E. coli UTI89 K1F phage lysis, alamar blue, 2 h; higher % means a stronger effect; inhibition, % at 100 µM; hits with a dose series show IC50 in µM; 340,000 compounds, 0.02% hits;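 active = phage lysis inhibition, versus mean bacterial control, above a set limit; inconclusive = no clear call, values can overlap the other calls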;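 note: capsule biogenesis inhibitors block K1F phage lysis so surviving cells raise fluorescence; higher fluorescence means more inhibition of phage lysis; actives were called in the ten point dose series up to 300 µM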
NTR1 agonist: NTR1-driven beta-arrestin-GFP spot formation – imaging, U2OS cells, high content, primary screen (AID 493036). P30989. agonist mode. activation, % at 20 µM. 330,000 compounds, 0.17% hits;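 active = activation at or above 40% of the spot to cytoplasm intensity ratio, with at least 20 cells analyzed; inconclusive = wells under 20 cells, flagged as cytotoxic or low count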;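 note: 0% = DMSO without peptide and 100% = 100 nM NTR1 peptide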
Target sequence (P30989 whole entry, looked up): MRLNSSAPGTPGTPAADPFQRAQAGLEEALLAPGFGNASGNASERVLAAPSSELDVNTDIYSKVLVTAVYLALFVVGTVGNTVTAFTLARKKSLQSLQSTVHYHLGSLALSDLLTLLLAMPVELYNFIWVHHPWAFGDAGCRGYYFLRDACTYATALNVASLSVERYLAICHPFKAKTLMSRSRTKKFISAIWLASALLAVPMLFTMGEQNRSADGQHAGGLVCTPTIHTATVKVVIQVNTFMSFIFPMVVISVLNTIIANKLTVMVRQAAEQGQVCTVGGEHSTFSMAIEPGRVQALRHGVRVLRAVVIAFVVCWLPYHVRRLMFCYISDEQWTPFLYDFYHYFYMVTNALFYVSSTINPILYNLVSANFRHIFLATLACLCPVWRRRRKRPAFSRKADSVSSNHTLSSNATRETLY
West Nile virus CPE: inhibition of WNV-induced cytopathic effect – cell-based, CPE readout (AID 1621); 290,000 compounds, 0.02% hits; CPE inhibition, % at 10 µM, or IC50 in µM where a hit was titrated; West Nile virus-infected cells, CPE inhibition; higher % means a stronger effect; in the data active = a potency from the dose series; inconclusive = CPE inhibition mostly from about 3.7% at the one dose, without a potency; inactive = the rest, 99 in 100 with CPE inhibition below about 2.2%; note: strong numbers were not always called active
NTR1 agonist cell count 20 µM: also measured in NTR1 agonist; calls as there; cell count; measured here: cell count, cytotoxicity flag
Dengue-2 NS5 capping pilot replicate: further read-out of Dengue-2 NS5 capping, marked with its call; inhibition, %; measured here: pilot screen replicate inhibition
* hit, by the source's call; ? = inconclusive; nt = no result given; [ ] = dose if it differs, or a comment.

SMILES | RSV CPE inhibition | SIAH1 antagonists | MgcRacGAP inhibition | Large T inhibition | AID2073 | Dengue-2 NS5 capping | K1F lysis inhibition | NTR1 agonist | NTR1 agonist cell count 20 µM | West Nile virus CPE | others
COc1ccc(C2/C=C\CN(Cc3ccco3)CC(=O)N2Cc2ccc(F)cc2)cc1 (stereo not drawn) | -0.4% | 6% | 7% | 7% | 7% | 1% | 0.1% | 1.7 | 77 | -0.1%
O=c1[nH]c(=O)c2nnc(N/N=C\c3ccc(O)cc3)nc2[nH]1 | 1.4% | -8% | ? | 17µM* | 18% | 4% | 0.3% | -1.9 | 81 | 1.1%
O=C(Nc1ccc([N+](=O)[O-])cc1)Nn1cnnc1 | 1.0% | -1% | 8% | 22% | 10% | -14% | 0.8% | 0.7 | 69 | -0.3%
COc1ccc(OC)c(NC(=O)c2sc3nc(C)cc(C)c3c2N)c1 | 2.2% | 11% | 7% | 7% | 29% | -1% | 0.4% | 5.0 | 69 | ? | Dengue-2 NS5 capping pilot replicate=6.4
CC(C)(/C=N/O)/[N+]([O-])=C/C=[N+](\[O-])C(C)(C)/C=N/O | 0.7% | 4% | 2% | 8% | 6% | 1% | 0.3% | -0.5 | 50 | 0.0%
CN(C(=O)C12CC3CC(CC(C3)C1)C2)C1(C)CCS(=O)(=O)C1 (stereo not drawn) | 3.8% | 0% | 14% | -4% | -2% | 2% | 0.4% | 1.3 | 41 | -0.1%
Cc1ccsc1/C=C/C1=Cc2c(sc(NC(=O)CSc3n[nH]c(N)n3)c2C#N)C(C)(C)C1 | -2.2% | 3% | 31% | 31% | 21% | 10% | 8.0% | 4.3 | 71 | 1.7%
Cc1ccnc(NS(=O)(=O)c2ccc(NS(=O)(=O)c3cc(Cl)ccc3Cl)cc2)n1 | -2.4% | 1% | 0% | 8% | -1% | -3% | -0.1% | -1.1 | 45 | 0.5%
O=C(Nc1nc(-c2nc3ccccc3s2)cs1)c1ccc(S(=O)(=O)N2CCOCC2)cc1 | 7.5% | 26% | -1% | -4% | 18% | -3% | 2.3% | 39 | 51 | nt
COc1ccc(NS(=O)(=O)c2cccc(C(=O)NN=Cc3ccc(O)c(OC)c3)c2)cc1 | nt | nt | 79µM* | nt | nt | 3% | -0.7% | 1.0 | 60 | nt
Cc1c(N=N/C(C(=O)Nc2ccccc2)=C(/O)c2ccccc2)c(=O)n(-c2ccccc2)n1C | 4.5% | 4% | 6% | 7% | 12% | -10% | -0.7% | 5.8 | 34 | -1.6%
N#Cc1cc2cc3c(cc2nc1SCC(=O)N1CCOCC1)OCCO3 | -0.1% | -3% | 2% | 14% | 8% | 5% | 0.2% | -0.4 | 36 | -0.8%
COc1ccc(-c2cc(CCCC(=O)NCCc3ccc(OC)cc3OC)no2)cc1 | 0.9% | -4% | 0% | 26% | 0% | -1% | 0.2% | 1.4 | 71 | -1.1%
CCN(CC(=O)Nc1c(F)cccc1F)C(=O)/C=C/c1c(C)nn(-c2ccc(F)cc2)c1C | 0.4% | nt | 6% | -1% | nt | 4% | 0.9%[50 µM] | 0.2 | 57 | nt
CNC(=S)NNC(=O)c1cc(C(C)(C)C)nn1Cc1ccc(F)cc1 | nt | 10% | 16% | 26% | 7% | -12% | 0.0% | 2.2 | 56 | -0.8%
COc1cc(C(=O)Nc2ccc(S(=O)(=O)Nc3cc(C)on3)cc2)cc(OC)c1OC | -0.3% | -2% | 18% | 13% | 4% | 3% | 1.6% | -0.9 | 29 | -0.1%
COC(=O)c1ccc(NC2=C(Cl)C(=O)OC2OC(=O)c2ccccc2)cc1 (stereo not drawn) | -1.6% | -10% | 1% | 25% | -12% | -16% | -0.6% | 1.8 | 35 | -0.5%
CC1=CC(C)(C)N(C(=O)CSc2nncn2C)c2ccccc21 | 0.5% | -2% | -2% | 5% | -2% | 1% | 1.4% | -0.6 | 57 | -0.5%
O=C(NCC1CCNCC1)c1ccncc1 | -0.8% | -1% | 11% | 1% | -5% | 7% | 0.5% | -1.3 | 55 | 0.1%
Nc1ccc(S(=O)(=O)Nc2nccc(/C=C/c3ccc(Br)s3)n2)cc1 | -0.5% | -6% | -1% | 7% | 36% | 1% | -1.6% | -1.4 | 41 | 1.1%
Cc1sc2ncnc(SCC(=O)c3ccc4c(c3)OCCO4)c2c1-c1ccccc1 | 8.2% | 3% | -1% | 2% | 17% | -1% | 2.8% | 2.0 | 37 | nt
CCCCNC(=S)Nc1ccc(OC)nc1 | 3.4% | 10% | 7% | 18% | -12% | ? | 1.1% | 0.1 | 38 | -0.4%
Cc1[nH]nc2c1C1(CCOCC1)C(C#N)=C(N)O2 | 0.1% | 2% | 16% | 14% | -3% | 3% | -0.5% | 1.4 | 78 | -0.5%
O=C(/C=C/c1ccc(Br)o1)OCc1nc2ccsc2c(=O)[nH]1 | 2.3% | nt | 29% | 21% | nt | -4% | -1.5% | 0.9 | 54 | nt
CC(N=Cc1cc([N+](=O)[O-])ccc1O)c1ccccc1 (stereo not drawn) | 1.4% | 0% | 5% | 8% | 16% | -12% | 0.2% | -1.5 | 98 | -0.1%

2 compounds picked at random from the list so far:
SMILES | RSV CPE inhibition | SIAH1 antagonists | MgcRacGAP inhibition | Large T inhibition | AID2073 | Dengue-2 NS5 capping | K1F lysis inhibition | NTR1 agonist | NTR1 agonist cell count 20 µM | West Nile virus CPE | others
CC(C)(/C=N/O)/[N+]([O-])=C/C=[N+](\[O-])C(C)(C)/C=N/O | 0.7% | 4% | 2% | 8% | 6% | 1% | 0.3% | -0.5 | 50 | 0.0%
COc1ccc(-c2cc(CCCC(=O)NCCc3ccc(OC)cc3OC)no2)cc1 | 0.9% | -4% | 0% | 26% | 0% | -1% | 0.2% | 1.4 | 71 | -1.1%

New compounds follow
SMILES | RSV CPE inhibition | SIAH1 antagonists | MgcRacGAP inhibition | Large T inhibition | AID2073 | Dengue-2 NS5 capping | K1F lysis inhibition | NTR1 agonist | NTR1 agonist cell count 20 µM | West Nile virus CPE | others
O=C(CSc1nc2ccccc2o1)Nc1nc(-c2ccccc2)c(-c2ccccc2)s1 | 11% | 3% | 5% | 12% | -22% | -4% | 1.2% | 3.4 | 47 | -0.4%
CSCC[C@H](NC(=O)[C@@H]1CSC2c3ccccc3C(=O)N21)C(=O)N1CCC[C@H]1CO (stereo partly drawn) | 0.0% | 1% | -1% | nt | -3% | -4% | 3.2% | 3.1 | 87 | 0.7%
Cc1ccc(C(=O)N2CCOCC2)c(F)c1F | -0.8% | -3% | -2% | 0% | -10% | -7% | 1.4% | 0.9 | 26 | 1.0%
Cc1nc2cc(NC(=O)CSc3nc4c(C)cccc4cc3C#N)ccc2s1 | 1.1% | -1% | -2% | 16% | 30% | 2% | 12% | 12 | 77 | 1.0%
O=c1c2sccc2nc(SCc2ccc([N+](=O)[O-])cc2)n1Cc1ccccn1 | 39% | 5% | 10% | 4% | -1% | 5% | 2.1%[50 µM] | 2.6 | 80 | -1.0%
COc1cc(OC)cc(-c2c(C#Cc3ccsc3)c3cc(-c4ccc(CN5CCOCC5)cc4)ccc3n2C)c1 | nt | nt | 11% | nt | nt | -2% | 0.8% | 0.8 | 44 | nt
CCn1c(C)nc2cc(C(=O)NNC(=S)Nc3ccc(F)cc3)ccc21 | -1.5% | 3% | 12% | 16% | -10% | -3% | 0.1%[50 µM] | 0.0 | 51 | 0.5%
CCOC(=O)c1ccc(S(=O)(=O)NNc2ccc(C(F)(F)F)cn2)cc1 | nt | nt | 5% | nt | nt | -8% | 1.1%[50 µM] | -4.5 | 61 | nt
O=C(C[n+]1cccc(CNC(=O)c2ccc(OC(F)F)cc2)c1)Nc1cc(C(F)(F)F)ccc1Cl | -0.7% | -7% | 0% | 6% | 2% | -5% | ? | -1.0 | 47 | 0.4%
CCN(CC(=O)NCc1ccc(F)cc1)C(=O)c1ccc(Cl)cc1 | -0.4% | 10% | 9% | 16% | 7% | -5% | 0.3% | -0.8 | 90 | -0.6%
CCCSc1ccc([C@@H]2[C@H]3C(=O)N(CC)C(=O)[C@H]3[C@]3(C(=O)OC)CCCN23)cc1OC | 1.9% | nt | 5% | 22% | nt | 1% | -0.1% | 5.5 | 83 | nt
COc1ccc(C(=O)CSc2nnc(-c3cccs3)n2-c2ccccc2)cc1 | -1.0% | 3% | 14% | 13% | 12% | -5% | -0.1% | 1.6 | 71 | -0.2%
CCOc1nc(N2CCOCC2)nc(C)c1[N+](=O)[O-] | 15% | 4% | 2% | -64% | 1% | 0% | 0.2% | 4.0 | 70 | -0.6%
Cc1cccc(C(=O)NNC(=S)NC(=O)c2ccccc2)c1 | -1.1% | nt | 5% | 2% | nt | -2% | 0.2% | 1.5 | 40 | nt
Cc1ccc(NC(=O)CSc2nc3ccccc3c(=O)n2Cc2cccs2)cc1 | 1.4% | -8% | 7% | -39% | -2% | 1% | 0.4% | 0.6 | 66 | -1.1%
CCOc1ccc(S(=O)(=O)N(C)CC(=O)N2CCN(CC)CC2)cc1 | -0.2% | 4% | 7% | 3% | 7% | -2% | 0.3% | 0.0 | 36 | 0.0%
O=C(COc1ccc(Br)cc1CNCCCN1CCOCC1)Nc1ccccc1 | -0.3% | 3% | 6% | 9% | -4% | 0% | 9.2% | -0.9 | 51 | 3.3%
COC(=O)c1ccccc1NC(=O)CSc1nc2ccccc2c(=O)[nH]1 | 1.5% | 3% | 4% | 1% | -7% | 3% | -1.1% | -0.7 | 53 | 0.3%
Cc1cccnc1NC(=S)Nc1ncccc1C | 0.4% | 4% | 3% | 7% | ? | -11% | 0.4% | 2.0 | 86 | 0.8%
Clc1cc(Br)ccc1OCCN1CCOCC1 | 0.8% | 3% | 25% | 1% | -7% | 1% | 0.2% | -0.9 | 53 | -0.8%
O=C(COc1ccc(S(=O)(=O)N2CCOCC2)cc1)NC1CCCCC1 | -0.6% | nt | 1% | nt | nt | 6% | 0.7%[50 µM] | nt | nt | nt
CC12CC3CC(C)(C1)CC(NCc1ccncc1)(C3)C2 | -2.2% | -2% | 9% | 9% | -3% | -10% | 0.2% | 0.4 | 43 | -0.2%
CCOc1ccc(NC(=O)COc2cccc3c2CCN(Cc2cccnc2)C3=O)cc1 | ? | -6% | 0% | 4% | 16% | 1% | -0.2% | -0.3 | 55 | 0.4%
CSc1nnc2c(n1)c(C)nn2-c1ccc(C)cc1 | 0.5% | -1% | 4% | 22% | -1% | -5% | 0.5% | 1.3 | 59 | 0.8%
Cc1ccc(F)cc1CNC(=O)C1CCC(=O)N(CCc2ccccc2)C1 (stereo not drawn) | 3.2% | 0% | 4% | 8% | 7% | -5% | 0.0% | 0.4 | 60 | -0.6%
CCOc1ccccc1N=NC1C(=O)N(C(N)=S)N=C1C (stereo not drawn) | 22% | 8% | 4% | 1% | -16% | 6% | 1.1% | 14 | 79 | 0.4%

Screens (PubChem)
